High-throughput results as filed in PubChem.
Tb hexokinase: T. brucei hexokinase 1 inhibition | recombinant TbHK1, G6PDH-coupled NADH A340 | inhibition, % at 10 µM | 0.11% of 220,000 active | AID 1430;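 active = inhibition of 50% or more in the single-dose primary screen; inactive = inhibition below 50%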
BaF3 parental: counter-screen for JAK2V617F inhibitors: parental Ba/F3 viability inhibitors; CellTiter-Glo ATP luminescence; inhibition, % at 5.6 µM; 1.1% of 220,000 active; AID 1486;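 active = inhibition above a per-campaign cutoff, the mean inhibition of all tested compounds plus 3 SD, cut at about 27% in these data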;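 note: 0% = DMSO wells and 100% = JAK Inhibitor I control wells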
p97 inhibitor: inhibitors of human p97 ATPase | recombinant p97 ATPase, Kinase-Glo ATP luminescence, 3 h | inhibition, % at 8 µM | 0.42% of 220,000 active; in the data active = inhibition above about 15%;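 note: 0% = DMSO vehicle and 100% = wells lacking enzyme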
RBBP9 inhibitor: inhibitors of human serine hydrolase RBBP9. O75884. recombinant RBBP9, FP-Rh probe fluorescence polarization. inhibition, % at 7.94 µM. 0.2% of 220,000 active;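 active = inhibition above the campaign mean of all tested compounds plus 3 SD, cut at about 14% in these data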;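 note: plate controls were DMSO wells with RBBP9 for no effect and wells lacking RBBP9 protein for full effect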
Target sequence (O75884 whole entry, looked up): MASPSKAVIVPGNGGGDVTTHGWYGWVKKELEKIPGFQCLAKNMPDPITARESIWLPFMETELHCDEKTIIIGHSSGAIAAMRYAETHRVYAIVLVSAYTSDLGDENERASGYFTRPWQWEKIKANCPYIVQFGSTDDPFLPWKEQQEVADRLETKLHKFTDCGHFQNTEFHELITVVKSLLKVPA
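Test system: recombinant human RBBP9; Timing: 30 min then 45 min, 25 °C; Detection: fluorescence polarization; Control set: RBBP9 with DMSO as uninhibited control, no-protein wells as full inhibition; Compound dosing: one concentration, 7.94 µM nominal, 0.794% DMSO; Probe or stimulus: FP-Rh activity-based probe, 375 nM before mixing.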
Ba/F3 V617F tox: reduce viability of Ba/F3 cells dependent on JAK2V617F. Ba/F3 EpoR-JAK2V617F viability, ATP luminescence. 1.1% of 220,000 active. inhibition, % at 5.6 µM;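 active = inhibition above the campaign mean plus 3 SD over all tested compounds, cut at about 24% in these data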;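 note: cytokine-independent growth of Ba/F3 cells driven by EpoR plus mutant JAK2; 0% = DMSO-treated cells and 100% = JAK inhibitor I control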
NCF1 inh: inhibitors of human p47phox binding | p47phox/p22phox peptide binding, fluorescence polarization, 2 h | inhibition, % at 24.7 µM | 0.53% of 220,000 active | P14598 | AID 1274;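 active = inhibition above about 30%, limit read from the data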;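 note: 0% = p47phox with labelled peptide and 100% = labelled peptide alone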
Target sequence (P14598 whole entry, looked up): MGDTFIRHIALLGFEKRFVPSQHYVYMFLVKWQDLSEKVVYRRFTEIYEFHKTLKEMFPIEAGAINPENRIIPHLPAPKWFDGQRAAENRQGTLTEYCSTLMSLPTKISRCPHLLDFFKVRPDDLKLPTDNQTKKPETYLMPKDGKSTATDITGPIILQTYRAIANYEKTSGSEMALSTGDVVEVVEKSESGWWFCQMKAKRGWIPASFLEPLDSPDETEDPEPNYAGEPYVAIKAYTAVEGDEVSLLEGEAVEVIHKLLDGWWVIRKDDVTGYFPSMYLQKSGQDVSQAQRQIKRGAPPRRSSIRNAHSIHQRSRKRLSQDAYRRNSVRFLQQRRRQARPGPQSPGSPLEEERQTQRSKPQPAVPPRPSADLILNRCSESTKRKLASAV
PGE2 EP2 inh: inhibitors of human EP2 prostaglandin E2 receptor. AID 1422. C6 glioma cells expressing human EP2, cAMP TR-FRET; cells stimulated with saturating PGE2. inhibition, % at 25 µM. 0.52% of 260,000 active. P43116;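 active = percent inhibition above 40 after rounding to a whole number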;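 note: rat C6 glioma host cells with rolipram phosphodiesterase inhibitor present; the protocol text gives 20 µM as final concentration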
Target sequence (P43116 whole entry, looked up): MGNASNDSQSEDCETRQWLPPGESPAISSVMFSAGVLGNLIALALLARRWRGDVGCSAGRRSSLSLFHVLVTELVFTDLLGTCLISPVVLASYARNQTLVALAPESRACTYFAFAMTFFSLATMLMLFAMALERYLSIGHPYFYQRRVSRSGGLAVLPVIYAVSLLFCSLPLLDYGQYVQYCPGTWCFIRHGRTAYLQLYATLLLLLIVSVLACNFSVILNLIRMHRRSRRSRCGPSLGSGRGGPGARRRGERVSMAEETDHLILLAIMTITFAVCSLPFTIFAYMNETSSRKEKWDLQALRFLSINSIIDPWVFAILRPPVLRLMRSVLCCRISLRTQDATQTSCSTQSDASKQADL
PPC-1+TRAIL kill: compounds killing PPC-1 cancer cells with TRAIL present (potentiator screen, no TRAIL-free arm). PPC-1 cells + TRAIL, ATPLite viability luminescence. cell killing (% activity), % at 4 µM. 0.41% of 220,000 active. AID 1443;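 active = cell killing above 50% in the first pass at 4 µM, then a duplicate retest at 5 µM averaging 50% or more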;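 note: plate controls were cells with TRAIL plus DMSO for no effect and medium-only wells lacking cells for full effect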
Furin inhibitor: inhibitors of human furin. P09958. purified furin, fluorogenic substrate cleavage. inhibition, % at 30 µM. 0.061% of 220,000 active; in the data active = inhibition above about 25%; note: inactives centre near -15
* hit, by the source's call; x = not tested or not shown; & = joins results of further samples; [ ] = remark or other dose. These rows are one share of the data; count on the stated rates, not on these rows.

Under each structure: Ba/F3 V617F tox | PGE2 EP2 inh | NCF1 inh | p97 inhibitor | PPC-1+TRAIL kill | Furin inhibitor | RBBP9 inhibitor | Tb hexokinase | BaF3 parental
CCc1cccc(C)c1N(C(=O)Cn1c(CO)nc2ccccc21)C(C)COC (stereo not given)
 : -2 | 27 | 11 | -7 | 35 | -13[20 µM] | -10 | -7 | 2
Cc1ccc(N(C(=O)C2COc3ccccc3O2)C(C(=O)NC2CCCCC2)c2cn(C)nc2C)cc1 (stereo not given)
 : 0 | 7 | -8 | -1 | -4 | -17 | -8 | -8 | 3
COC(=O)C(C)Sc1nc2c(cnn2-c2ccccc2)c(=O)[nH]1 (stereo not given)
 : 3 | 14 | 0 | -6 | 9 | -4 | 3 | 4 | 11
CCCCCOCC1CC(C/C(C)=N/NC(N)=O)(C(=O)OCC)C(=O)O1 (stereo not given)
 : 3 | 8 | 5 | -1 | -16 | -27 | -5 | -10 | 1
Cn1nc(C(=O)N2CCCc3ccccc32)c2ccccc2c1=O
 : 4 | 6 | -4 | -3 | 1 | -6 | -9 | 8 | 2
N#C/C(=C\c1ccc(-c2ccc([N+](=O)[O-])cc2Br)o1)C(=O)N1CCN(c2ccccc2)CC1
 : 0 | 3 | -24 | 2 | -3 | -7 | -8 | 2 | 2
O=C(CN1CCN(C/C=C/c2ccccc2)CC1)NC(=O)NC1CCCCC1
 : -2 | 4 | 2 | 2 | 0 | -24 | -5 | -1 | 4
CCC(C)/C(C)=N/NC(=O)c1ccccc1OCCOc1ccccc1 (stereo not given)
 : -2 | 10 | -3 | 5 | 13 | -24 | -5 | 1 | 6
CO/N=C/C(NC(=O)c1ccc(C(F)(F)F)cc1)C(=O)OC (stereo not given)
 : 5 | -1 | 2 | -3 | -9 | -20 | -1 | -5 | 11
COC/C=C/C1=CC2=CC(=O)C(C)(OC(=O)c3cnc4ccccc4n3)C(=O)C2=CN1c1ccccc1 (stereo not given)
 : x | 12 | 7 | x | 3 | -19 | x | -23 | x
O=c1c2ccccc2nc(-c2ccco2)n1/N=C/c1ccco1
 : -1 | 20 | 0 | 1 | 22 | -14 | 0 | -32 | 1
COCCn1c(SCC#N)nnc1-c1ccc2c(c1)OCO2
 : -3 | 8&12 | -2 | 6 | -17 | -27 | 5 | 3 | 3
COc1ccc(NS(=O)(=O)c2cc(NC(=O)c3cnc(C)cn3)ccc2N2CCCC2)cc1
 : 4 | 11 | -45 | -1 | 32 | -4 | -3 | 8 | 7
Cc1cc2ccccc2n1CCNC(=O)C(C)(C)C
 : x | 9 | -7 | x | 20 | -16 | x | -5 | x
COCCCNC(=O)c1ccc(-n2nc(C(F)(F)F)cc2-c2cccs2)cc1
 : -2 | 1 | -8 | -3 | 23 | -11[20 µM] | -2 | -11 | 6
CC(C)(C)NC(=O)NC(=O)COC(=O)CNS(=O)(=O)c1ccc(Br)cc1Cl
 : 3 | 4 | -6 | -3 | -13 | 3 | -1 | 11 | 2
Cc1c(Cl)c([N+](=O)[O-])nn1CCCC(=O)Nc1c(Cl)cccc1Cl
 : 3 | 1 | 2 | -3 | -12 | -13 | -8 | 0 | 4
COc1ccc(/C=C\C(=O)NCC(=O)N/N=C/c2ccc(O)cc2O)cc1
 : 0 | 6 | -12 | 1 | 18 | -3 | -4 | -35 | -4
Brc1ccc(CSc2nnc(-c3cccnc3)o2)cc1
 : 2 | 6 | -3 | 0 | 9 | -4 | -2 | 1 | 3
CN(C(=O)CCn1c(=S)oc2ccccc21)c1ccc(F)cc1
 : 5 | 4 | -1 | -8 | 1 | -2 | -2 | 11 | 5
CC(=O)Nc1ccc(NC(=O)CSc2nnc(COc3ccccc3C)n2CC2CCCO2)cc1 (stereo not given)
 : -2 | 2 | 2 | 1 | 4 | -25 | -4 | -3 | 3
COc1cc(/C=N/Nc2nn3cnnc3c3ccccc23)cc(OC)c1OC
 : 3 | 16 | -3 | 1 | 58* | -15[20 µM] | -5 | -21 | 5
COc1ccc(C2/C=C\CN(C(=O)C3CCCC3)[C@H](Cc3ccccc3)C(=O)N2Cc2ccc(F)cc2)cc1 (stereo not given in full)
 : x | 18 | -24 | x | 1 | -18 | x | 2 | x
COc1cc2c(cc1OC)CN(C(=O)CSc1nc(C)cc(C)c1C#N)CC2
 : 1 | 4 | -7 | -6 | -14 | -27[20 µM] | 0 | -7 | 3
S=c1[nH]nc(-c2ccc(Br)cc2)n1Cc1ccccc1
 : 2 | 6 | 0 | 1 | -3 | -1 | -4 | 3 | 7
CCOC(=O)c1cc2c(=O)n3ccccc3nc2n(CC(C)C)c1=NC(=O)c1c(-c2c(F)cccc2Cl)noc1C
 : 1 | 4 | -42 | 1 | -3 | -15 | -5 | -4 | 8
Cc1ccc2nc(-c3ccccc3)cc(C(=O)NCC3CCCO3)c2c1 (stereo not given)
 : 0 | 8 | -1 | -5 | 5 | -15 | -1 | -20 | 0
CCOC(=O)CSc1nnc(NC(=O)c2cc([N+](=O)[O-])cc([N+](=O)[O-])c2)s1
 : 3 | 5 | 36* | -2 | 13 | 10 | -4 | 13 | 7
O=C(NC(=S)Nc1ccc(S(=O)(=O)N2CCOCC2)cc1)c1ccccc1[N+](=O)[O-]
 : 2 | 6 | -7 | -1 | 32 | -25 | -3 | -14 | 4
CNS(=O)(=O)c1ccc(NC(=O)c2ccoc2C)cc1
 : -2 | 6 | -8 | 5 | 4 | -22 | -4 | 2 | 0

Reformatted: entries from further up
Molecule	Ba/F3 V617F tox	PGE2 EP2 inh	NCF1 inh	p97 inhibitor	PPC-1+TRAIL kill	Furin inhibitor	RBBP9 inhibitor	Tb hexokinase	BaF3 parental
O=c1c2ccccc2nc(-c2ccco2)n1/N=C/c1ccco1	-1	20	0	1	22	-14	0	-32	1
COCCn1c(SCC#N)nnc1-c1ccc2c(c1)OCO2	-3	8&12	-2	6	-17	-27	5	3	3
COc1ccc(NS(=O)(=O)c2cc(NC(=O)c3cnc(C)cn3)ccc2N2CCCC2)cc1	4	11	-45	-1	32	-4	-3	8	7

Returning to the listing, starting 5 compounds before the break.
Under each structure: Ba/F3 V617F tox | PGE2 EP2 inh | NCF1 inh | p97 inhibitor | PPC-1+TRAIL kill | Furin inhibitor | RBBP9 inhibitor | Tb hexokinase | BaF3 parental
CCOC(=O)c1cc2c(=O)n3ccccc3nc2n(CC(C)C)c1=NC(=O)c1c(-c2c(F)cccc2Cl)noc1C
 : 1 | 4 | -42 | 1 | -3 | -15 | -5 | -4 | 8
Cc1ccc2nc(-c3ccccc3)cc(C(=O)NCC3CCCO3)c2c1 (stereo not given)
 : 0 | 8 | -1 | -5 | 5 | -15 | -1 | -20 | 0
CCOC(=O)CSc1nnc(NC(=O)c2cc([N+](=O)[O-])cc([N+](=O)[O-])c2)s1
 : 3 | 5 | 36* | -2 | 13 | 10 | -4 | 13 | 7
O=C(NC(=S)Nc1ccc(S(=O)(=O)N2CCOCC2)cc1)c1ccccc1[N+](=O)[O-]
 : 2 | 6 | -7 | -1 | 32 | -25 | -3 | -14 | 4
CNS(=O)(=O)c1ccc(NC(=O)c2ccoc2C)cc1
 : -2 | 6 | -8 | 5 | 4 | -22 | -4 | 2 | 0
O=C(NC(c1ccccc1)c1ccccc1)C1CCCN(S(=O)(=O)c2cnc[nH]2)C1 (stereo not given)
 : -3 | 11 | -10 | 4 | 6 | -31 | -4 | 1 | 1
CC(=O)Nc1nonc1NC(C)=O
 : -5 | 7 | -14 | -1 | 0 | -12 | -1 | 46 | 0
CC1CCN(S(=O)(=O)c2ccc(NC(=S)NC(=O)c3ccc(Cl)cc3)cc2)CC1
 : -4 | 15 | -1 | 1 | -2 | -17[20 µM] | 7 | -11 | 4
CSC1=NCCN1S(=O)(=O)c1ccc(C)cc1
 : -3 | 4 | -6 | 7 | -31 | -34 | -7 | -4 | -2
Cc1ccc(N(CC(=O)NCCSc2nc3ccccc3s2)S(=O)(=O)c2ccccc2)c(C)c1
 : -1 | 7 | 0 | 6 | 8 | -16 | -17 | 10 | 6
CCc1cc2c(=O)c(-c3ccc4c(c3)OCCO4)c(C)oc2cc1OS(C)(=O)=O
 : 1 | 9 | -37 | 2 | 3 | -15 | -5 | -4 | 6
CS(=O)(=O)N(CC(=O)NCc1ccncc1)c1ccc(F)c(Cl)c1
 : 2 | 7 | -1 | -1 | 11 | -21 | 1 | -5 | 6
CN1CCN(C(=S)SCc2nc(N)nc(Nc3ccc(F)cc3)n2)CC1
 : -3 | 3 | -10 | 7 | 18 | -13 | 3 | 2 | 4
O=C(COc1ccc(Cl)cc1)NCc1nnc(SCC(=O)NCCc2ccccc2)o1
 : -6 | 16 | 2 | -2 | 12 | -3 | 6 | 1 | -2
COCCNC(=O)CN(c1cc(Cl)ccc1OC)S(=O)(=O)c1ccc(C)c([N+](=O)[O-])c1
 : -3 | 2 | -2 | 2 | 0 | -8 | 0 | 0 | 3
O=C(Nc1nccs1)c1ccc(-c2ccc(Cl)cc2)o1
 : -2 | 21&3 | 6 | 0 | 60*[5 µM] | -9 | -4 | -4 | 0
Cc1ccc(S(=O)(=O)C2(C(=O)NCc3ccccc3Cl)CC2)cc1
 : 4 | 4 | -9 | -8 | 12 | -5 | -9 | -4 | -3
O=C(Nc1cccc(-c2nc3ncccc3o2)c1)c1cc2ccccc2o1
 : 0 | 21 | -21 | 4 | 13 | -11 | -8 | -3 | 7
O=C(NCc1ccccc1Cl)C(=O)c1c[nH]c2ccccc12
 : 2 | 7 | -17 | 3 | 19 | -11 | -2 | -13 | 12
O=C(CCCNS(=O)(=O)c1cccc2nsnc12)NCc1ccccc1
 : -5 | 6 | -7 | 4 | 19 | -3 | 4 | -4 | 0
Cc1cccc(CN2CCN(Cc3ccc4nonc4c3)CC2CCO)n1 (stereo not given)
 : 5 | 8 | -3 | 0 | -4 | -28 | -8 | -7 | 9
CCCN1C(=O)CC(C(=O)OC)=C1C
 : -2 | 4&13 | -13 | -1 | 29 | -10[20 µM] | -1 | -7 | 4
Cc1ccc(/C=N\NC(=O)Cn2c(C)nc3ccccc32)o1
 : 2 | 4 | -16 | 0 | -8 | -26[20 µM] | 2 | -14 | 0
C=CCn1c(COc2ccc(CC)cc2)nnc1SC/C(O)=C(\C#N)c1nc2ccccc2[nH]1
 : -3 | 16 | -88 | 7 | 19 | -14[20 µM] | -6 | -4 | 2
CCN(CC)C(=O)CSc1nc2ccccc2c(=O)n1CC1CCCCC1
 : 0 | 13 | -3 | -5 | 7 | -6 | 5 | -6 | -1
Cc1nnc(SCC(=O)NCc2ccc(F)cc2)[nH]c1=O
 : 0 | 4 | -5 | -1 | 13 | -14 | -9 | -2 | 4
Cc1c(NC(=O)C(C)N2C(=O)c3ccccc3C2=O)c(=O)n(-c2ccccc2)n1C (stereo not given)
 : 0 | 4 | -4 | 1 | -1 | -27 | -6 | -1 | 2
CSc1ccccc1C(=O)N1CCN(c2ncccn2)CC1
 : 4 | 7 | 6 | -4 | 10 | -12 | -4 | 5 | 1
O=c1cc([O-])[n+]2c3n1CCCN3CCC2
 : -4 | 6 | -8 | 2 | 16 | -7 | -8 | 30 | 4
Cc1ccc(OCCNC(=O)/C=C/c2ccccc2)cc1
 : -1 | 10 | -6 | 1 | 8 | -17 | -6 | -3 | 2
O=C(Cc1nc(-c2ccc(Br)s2)cs1)NCCN1CCOCC1
 : 1 | 12 | -17 | -1 | 2 | -14 | 1 | -5 | 7
COc1ccc(-c2csc3nc[nH]c(=O)c23)cc1
 : -3 | 1 | -1 | 5 | -3 | -23 | -6 | -4 | -2
Cc1c(N=C2N=C(NC(=O)Nc3ccc(Cl)cc3)c3ccccc32)c(=O)n(-c2ccccc2)n1C
 : 2 | 5 | -30 | 0 | 6 | 6 | -1 | 10 | 8
